M1 PAM: human M1 muscarinic receptor positive allosteric modulators, primary screen, CHO-K1 cells, Fluo-8 calcium fluorescence, 1536-well; AID 588819, 2011; CHO-K1 hM1, ACh EC20; 0% = ACh EC20, 100% = maximal ACh; actives 0.088% (n = 360,000); activation, % at 3 µM; Muscarinic acetylcholine receptor M1 (Homo sapiens), P11229; in the data active = activation above about 19%, passing the limit was not always enough
Target sequence (P11229 whole entry, looked up): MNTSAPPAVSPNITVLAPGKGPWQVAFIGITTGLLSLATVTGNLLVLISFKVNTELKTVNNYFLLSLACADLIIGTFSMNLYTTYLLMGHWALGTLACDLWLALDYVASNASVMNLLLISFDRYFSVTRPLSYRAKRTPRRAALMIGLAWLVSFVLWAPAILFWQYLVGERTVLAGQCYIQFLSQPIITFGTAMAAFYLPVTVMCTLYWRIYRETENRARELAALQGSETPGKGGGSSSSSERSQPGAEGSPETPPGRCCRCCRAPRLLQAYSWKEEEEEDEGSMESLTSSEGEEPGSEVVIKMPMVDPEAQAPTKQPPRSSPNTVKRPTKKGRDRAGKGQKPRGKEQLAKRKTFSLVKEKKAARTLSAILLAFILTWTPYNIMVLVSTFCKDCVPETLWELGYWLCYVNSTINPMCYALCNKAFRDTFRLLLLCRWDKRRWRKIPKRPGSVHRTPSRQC
M5 ag: human M5 muscarinic receptor agonists, primary screen, CHO-K1 cells, Fluo-8 calcium fluorescence; Muscarinic acetylcholine receptor M5 (Homo sapiens), P08912; CHO-K1 hM5 cells; 0% DMSO wells, 100% maximal acetylcholine response; activation, % at 3 µM; actives 0.19% (n = 360,000); AID 624037, 2012;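 active = activation above the run's mean over test compounds plus 3 SD, cut at about 23% in these data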;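 also: signal is peak over basal fluorescence ratio across the kinetic read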
Target sequence (P08912 whole entry, looked up): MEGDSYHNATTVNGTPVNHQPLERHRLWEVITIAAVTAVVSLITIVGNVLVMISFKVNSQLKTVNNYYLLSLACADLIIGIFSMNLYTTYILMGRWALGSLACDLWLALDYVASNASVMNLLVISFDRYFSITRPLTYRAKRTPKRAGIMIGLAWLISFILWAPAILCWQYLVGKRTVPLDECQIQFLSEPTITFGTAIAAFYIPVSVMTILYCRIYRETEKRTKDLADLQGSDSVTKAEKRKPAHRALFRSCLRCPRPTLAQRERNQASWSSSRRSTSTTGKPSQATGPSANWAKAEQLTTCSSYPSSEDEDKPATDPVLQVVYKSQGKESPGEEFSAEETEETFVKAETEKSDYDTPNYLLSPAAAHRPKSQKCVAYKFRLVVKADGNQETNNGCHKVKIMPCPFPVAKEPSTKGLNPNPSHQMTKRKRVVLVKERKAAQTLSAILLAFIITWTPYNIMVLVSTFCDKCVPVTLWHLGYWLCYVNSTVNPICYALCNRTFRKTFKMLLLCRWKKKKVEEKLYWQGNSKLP
CRFR2-BP antag: antagonists of CRF-BP/CRF-R2 complex, primary screen, cell-based, HEK293, calcium dye fluorescence, uHTS; CRF-induced calcium fluorescence; inhibition, % at 11.8 µM; actives 0.59% (n = 350,000); AID 588475, 2011;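 active = inhibition of the ligand-induced calcium signal above about 50% at the single tested concentration, limit read from the data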
CRFBP-R2 agonist: agonists of CRF-BP/CRF-R2 complex, primary screen, cell-based, HEK293, calcium dye fluorescence, uHTS | CRF-binding protein / CRF receptor 2 complex (human) | activation, % at 13.2 µM | calcium dye fluorescence (FLIPR); percent of saturating CRF peptide response | AID 588473, 2011 | actives 0.46% (n = 350,000);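 active = activation of at least 50%, plus an integration ratio under a set limit after plate pattern correction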;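 also: plate controls were neutral control wells without compound for no effect and CRF at EC100 for full effect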
CHRM5 PAM: human M5 muscarinic receptor positive allosteric modulators, primary screen, CHO-K1 cells, Fluo-8 calcium fluorescence; Muscarinic acetylcholine receptor M5 (Homo sapiens), P08912; CHO-K1 hM5, ACh EC20 PAM; 0% = ACh EC20, 100% = ACh EC100; activation, % at 3 µM; actives 0.3% (n = 360,000); AID 624038, 2012;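 active = activation above the run cutoff, the mean activation of all test compounds plus 3 SD, cut at about 18% in these data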
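Assay system: CHO-K1 hM5 cells / Incubation: Fluo-8 loading 80 min at 37 °C plus 30 min room temperature / Technique: Fluo-8 calcium dye fluorescence, kinetic read / Repeats: single replicate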
M5 antag: human M5 muscarinic receptor antagonists, primary screen, CHO cells, Fluo-8 calcium fluorescence. actives 0.59% (n = 360,000). Muscarinic acetylcholine receptor M5 (Homo sapiens), P08912. inhibition, % at 3 µM. CHO-hM5 cells, ACh EC80;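 active = inhibition above a per-plate cutoff, the mean of that plate's test compounds plus 3 SD, cut at about 27% in these data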;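 also: 0% = acetylcholine EC80 with DMSO and 100% = DMSO without agonist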
M4 ag: human M4 muscarinic receptor agonists, primary screen, CHO-K1 cells, Fluo-8 calcium fluorescence | Muscarinic acetylcholine receptor M4 (Homo sapiens), P08173 | CHO-K1 hM4/Gqi5; vehicle 0%, full acetylcholine response 100% | actives 0.14% (n = 360,000) | activation, % at 3 µM | AID 624127, 2012;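 active = activation above the run mean over all test wells plus 3 SD, cut at about 32% in these data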;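 also: peak over basal fluorescence ratio per well then scaled between controls; 0% = DMSO wells and 100% = acetylcholine at EC100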
M4 antag: human M4 muscarinic receptor antagonists, primary screen, CHO cells, Fluo-8 calcium fluorescence; actives 0.73% (n = 360,000); Muscarinic acetylcholine receptor M4 (Homo sapiens), P08173; inhibition, % at 3 µM; CHO-hM4 cells, ACh EC80;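 active = inhibition above its plate's cutoff, the mean inhibition of sample wells plus 3 SD, cut at about 27% in these data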;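 also: 0% = acetylcholine EC80 with DMSO and 100% = DMSO without agonist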
CHRM4 PAM: human M4 muscarinic receptor positive allosteric modulators, primary screen, CHO-K1 cells, Fluo-8 calcium fluorescence | Muscarinic acetylcholine receptor M4 (Homo sapiens), P08173 | CHO-K1 hM4/Gqi5, ACh EC20; 0% = ACh EC20, 100% = maximal ACh | activation, % at 3 µM | actives 0.4% (n = 360,000);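 active = activation above its plate's cutoff, the mean activation of sample wells plus 3 SD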; also: some results filed as inactive read as strong as hits
Starred values were filed as active, the others as inactive; . = not tested or not shown.

M1 PAM	M5 ag	CRFR2-BP antag	CRFBP-R2 agonist	CHRM5 PAM	M5 antag	M4 ag	M4 antag	CHRM4 PAM	canonical_smiles
8	-2	8	-0.8	0	2	0	-3	4	CC(=O)c1cn(C)c(=O)[nH]c1=O
6	-3	-24	-2.4	-9	10	2	-8	1	CCc1ccc(CN2CCC(n3nccc3NC(=O)C3CCCC3)CC2)cc1
16	-3	-3	-0.8	5	-1	2	-1	13	Cc1cc(C)c(C)c(OCC(=O)N2CCN(c3ccccn3)CC2)c1
5	1	6	-1.1	15	-12	1	7	8	CN(C)c1ccc(C=NN2CCCCCC2)cc1
1	3	-18	0.3	2	-16	9	-13	0	Cc1c(OC(C)C(=O)NCc2cccnc2)ccc2c3c(c(=O)oc12)CCCC3 (configuration not stated)
3	5	-55	11	-9	7	9	8	-5	Fc1ccc(-c2nn(-c3ccccc3)cc2CNCc2ccccc2)cc1
-1	-1	-12	2.8	-1	-1	1	0	0	COc1ccccc1NC(=O)CSc1sc2c(O)cc(=O)[nH]c2c1C#N
14	-1	0	-1.2	-2	4	1	8	1	COc1cc(NS(=O)(=O)c2ccc(NS(=O)(=O)c3ccccc3)cc2)nc(OC)n1
2	-1	.	.	-1	3	2	-6	0	CC1(C(=O)Nc2cccc(C#N)c2)CCN1C(=O)CCc1ccccc1 (configuration not stated)
-2	-3	3	-3.0	-6	4	2	-2	-4	COc1ccc(N2CCN(CC(O)COc3cc(C)ccc3C)CC2)cc1 (configuration not stated)
0	-5	31	-1.1	-1	-2	-1	7	3	CCOc1cc(CNc2ccc3c(c2)OCCO3)cc(Br)c1OC
8	0	-3	0.4	-4	-6	1	-4	-4	O=C(NNC(=O)c1ccc(Cl)c(Cl)c1)c1ccncc1
2	-3	17	-1.3	-3	-2	2	-1	-4	COc1ccc(OC)c(-n2c(=O)c3ccccc3c3ccccc3c2=O)c1
8	0	-13	1.3	-4	-2	1	-3	3	COc1ccccc1NC(=O)Nc1cccc(C(=O)O)c1
5	-4	1	0.7	1	3	2	9	1	CCC(=O)c1ccc(OCC(O)Cn2nc(C)cc2C)cc1 (configuration not stated)
15	7	-59	-2.4	8	14	0	9	1	Cc1cccc(/C=C/C(=O)c2ccc([N+](=O)[O-])o2)c1
-7	-6	4	-0.1	-15	16	10	1	-41	N#CCCN(Cc1ccccc1)C(=O)c1cccs1
-7	0	-4	-0.7	-17	18	16	14	-19	Cc1cccc(C)c1-n1c(C)nn(Cc2ccc([N+](=O)[O-])cc2)c1=O
-7	1	-7	-1.7	0	1	1	1	0	O=C1CCC(C(=O)OCC(=O)Nc2ccc(SC(F)F)cc2)=NN1
10	-3	8	0.7	-3	3	1	-10	8	COc1cc(C2C3=C(CC(C)(C)CC3=O)N(C)C(=O)N2C)cc(OC)c1OC (configuration not stated)
9	0	-21	1.7	0	8	9	0	-8	Cc1[nH]c2ccccc2c1C(=O)C(=O)N1CCN(c2ccccc2Cl)CC1
9	-5	-3	4.9	3	0	1	-3	0	C=C1CCC(OC(C)=O)C2(C)CCC3C(C)C(=O)OC3C12O (configuration not stated)
7	-2	21	-2.1	3	-4	4	5	20*	O=C(NC1CCCN(c2ccc(C(F)(F)F)cn2)C1)c1ccnc(Cl)c1 (configuration not stated)
21	0	5	-2.5	2	2	0	9	-2	Cc1ccc(CNc2nnnn2C)cc1
-11	-7	2	0.6	-20	6	1	2	-12	O=C1CCCCC1C(Nc1ccc(Cl)cc1)c1ccccc1 (configuration not stated)
4	-3	8	-0.8	0	6	0	-1	8	C=CCSC1=N/C(=C\c2cccnc2)C(=O)N1c1ccc(OC)cc1
-2	-4	-29	3.2	2	-4	1	4	-5	O=c1oc2c(CN3CCOCC3)c(O)ccc2c2c1CCCC2
.	2	.	.	-6	7	0	-7	7	CCOC(=O)[C@]12CCC=C1N(Cc1ccc(Cl)cc1Cl)C(=O)[C@H](CC(=O)NCCCOC)C2
-10	1	-42	-0.4	-12	11	27	0	-10	CC(=O)N1CCN(c2ccc(NC(=O)c3ccc(C(C)(C)C)cc3)cc2)CC1
-4	2	-9	6.3	-2	5	2	10	-11	COc1ccc(NS(=O)(=O)c2ccc(N3CCCC3)c(NC(=S)Nc3ccc(SC(F)F)cc3)c2)cc1

Sorted by SMILES length (ascending): 3 of the compounds above
M1 PAM	M5 ag	CRFR2-BP antag	CRFBP-R2 agonist	CHRM5 PAM	M5 antag	M4 ag	M4 antag	CHRM4 PAM	canonical_smiles
0	-5	31	-1.1	-1	-2	-1	7	3	CCOc1cc(CNc2ccc3c(c2)OCCO3)cc(Br)c1OC
-7	1	-7	-1.7	0	1	1	1	0	O=C1CCC(C(=O)OCC(=O)Nc2ccc(SC(F)F)cc2)=NN1
-7	0	-4	-0.7	-17	18	16	14	-19	Cc1cccc(C)c1-n1c(C)nn(Cc2ccc([N+](=O)[O-])cc2)c1=O

Entries from the list above with a cyano group, in the order listed:
M1 PAM	M5 ag	CRFR2-BP antag	CRFBP-R2 agonist	CHRM5 PAM	M5 antag	M4 ag	M4 antag	CHRM4 PAM	canonical_smiles
-1	-1	-12	2.8	-1	-1	1	0	0	COc1ccccc1NC(=O)CSc1sc2c(O)cc(=O)[nH]c2c1C#N
2	-1	.	.	-1	3	2	-6	0	CC1(C(=O)Nc2cccc(C#N)c2)CCN1C(=O)CCc1ccccc1 (configuration not stated)
-7	-6	4	-0.1	-15	16	10	1	-41	N#CCCN(Cc1ccccc1)C(=O)c1cccs1

Later entries:
M1 PAM	M5 ag	CRFR2-BP antag	CRFBP-R2 agonist	CHRM5 PAM	M5 antag	M4 ag	M4 antag	CHRM4 PAM	canonical_smiles
.	-1	.	.	-4	5	7	1	-5	Cc1ccc(S(=O)(=O)N2C3CCCCC3O[C@H]2CC(=O)OCc2ccccc2)cc1 (some centres not stated)
14	0	-6	-0.1	0	-1	1	-6	16	CC(=O)Nc1ccc(-c2nnc(SCc3ccc(C)cc3)n2C)cc1
17	1	-8	-0.1	4	2	0	1	15	CC12CCC(C(=O)NNc3ccccc3)(C(=O)C1=O)C2(C)C (configuration not stated)
0	0	3	-0.9	1	0	1	8	-1	CN(C)C(=O)CSc1nnc(C23CC4CC(CC(C4)C2)C3)o1
-1	-1	-35	0.2	4	19	-2	11	-2	COc1cccc(NCc2cc3c(C(C)(C)C)nn(-c4ccccc4)c3[nH]c2=O)c1
10	-1	-55	6.8	0	-9	2	-6	2	O=C(CN(Cc1ccc(F)cc1)S(=O)(=O)c1ccc(S(=O)(=O)N2CCOCC2)cc1)Nc1ccccc1
5	-3	3	41	5	-8	1	-23	12	Cc1ccc(C)c(NC(=S)N2CCC(NC(=O)c3ccccc3)CC2)c1
3	-3	6	2.8	0	-1	0	4	4	COc1ccc(OC)c2c(C)cc(N3CCN(C(=O)c4ccc(C)cc4)CC3)nc12
4	0	-9	0.9	2	-3	3	-11	-1	CSCCC(NS(=O)(=O)c1ccccc1F)C(=O)Nc1cccc(C)n1 (configuration not stated)
5	0	31	-0.1	-1	-2	1	-6	1	CCOc1ccc(S(=O)(=O)N2CCCCC2)cc1NC(=O)C1CCCC1
3	0	0	1.9	0	7	2	-1	-4	Cc1noc(C)c1COc1ccc(C(=O)N2CCCC(C(F)(F)F)C2)cc1 (configuration not stated)
-17	2	.	.	-8	5	22	2	-8	COc1cc(-c2cc(NC=O)c3ncc(-c4ccccc4)n3c2)cc(OC)c1OC
-2	2	-4	0.1	-1	-7	11	-22	6	COC(=O)C(Cc1ccccc1)NC(=O)CNC(=O)c1sc2ccccc2c1Cl (configuration not stated)
-5	0	19	-0.3	-8	8	3	4	-11	COc1ccc(CCNC(=O)c2ccc(OCC(=O)N3CCOCC3)c(OC)c2)cc1
-1	0	34	5.3	5	-5	1	-5	11	CCN1CN(Cc2ccccc2)CNC1=S
-3	-2	31	5.3	-4	4	1	-15	2	O=C(Nc1cccc(NC(=O)c2ccco2)c1)c1cnccn1
1	-6	21	-3.4	-7	3	1	-5	2	COc1ccc(CCC(=O)Nc2ccc3c(c2)OCCO3)cc1
15	-2	16	-2.1	-1	6	1	7	-3	COc1ccc(CCNC(=O)CCNC(=O)c2ccccc2Cl)cc1
13	0	-7	-3.0	-4	14	0	-8	10	COc1cc(C(=O)NC(=S)N(CCC#N)Cc2cccnc2)cc(OC)c1OC
3	2	-6	0.2	-6	5	4	43*	-16	CNC(=O)c1cc(C(=O)c2ccc(C(F)(F)F)cc2)c[nH]1
9	1	0	-0.8	-3	6	1	2	4	COc1ccc(Cl)cc1NC(=O)CN1C(=O)C(=O)N(C2CCCC2)C1=O
22	1	0	-0.6	-3	3	2	-7	-2	COc1ccccc1NC(=O)C1CCN(S(C)(=O)=O)CC1
9	-2	4	0.9	10	-7	0	-8	3	Cc1ccc(CNC(=O)CSc2nnnn2C)cc1
8	-4	6	4.0	-7	5	0	-10	-3	CC(C)(C)C(=O)NN=C1CCC(c2ccccc2)CC1 (configuration not stated)
-7	-5	12	-2.9	-3	6	1	6	-4	CCc1ccc(OCC(O)CN2CCN(CCO)CC2)cc1 (configuration not stated)
2	-5	-14	-0.7	-4	13	2	3	-7	COc1cc(C)cc(CN2CCC(Cc3ccccc3)CC2)c1O
17	2	-38	-4.2	-5	-8	1	-8	13	COC(=O)c1cc(=O)nc2sc(-c3ccc(F)cc3)nn12
-2	-6	15	-7.4	0	2	1	-1	-2	COc1cc(S(=O)(=O)Nc2cc(C)cc(C)c2)ccc1F
2	0	-1	0.6	-9	13	1	-5	-1	CC(Oc1ccc2c(-c3ccccc3)cc(=O)oc2c1)C(=O)NC(Cc1c[nH]c2ccccc12)C(=O)O (configuration not stated)
3	-1	-8	0.1	-4	14	7	1	7	Cc1ccc(N(C(=O)c2cc3ccccc3oc2=O)C2C=CS(=O)(=O)C2)cc1 (configuration not stated)
1	1	12	-1.8	-12	7	1	-7	-3	CCOC(=O)C(C#N)=CN1CCNc2ccccc21
0	-6	-4	1.9	-8	8	2	-8	1	COc1cccc(Nc2c(Nc3cccc(OC)c3)c(=O)c2=O)c1
8	-1	14	-0.2	3	3	3	-6	3	O=C(NCC1CCCO1)c1ccccc1OCc1ccc(F)cc1 (configuration not stated)
5	-2	-12	-1.1	-10	4	4	-2	1	Cc1ccc(S(=O)(=O)N2CCCCC2)cc1NC(=O)COC(=O)CNC(=O)c1cc(Cl)cc([N+](=O)[O-])c1
11	-3	-13	1.8	-1	-4	0	0	-3	O=C(CSc1nncn1-c1ccccc1)NC1CCCC1
4	0	-2	-1.0	3	2	1	-2	4	NC(=O)COC(=O)CCCSc1nc2ccccc2s1
5	0	-20	0.4	-7	6	0	-6	1	CS(=O)(=O)N1CCc2ccccc2C1
-2	-2	-3	-0.3	-2	1	0	10	-7	CCCN1CCN(C(=S)Nc2ccc(S(N)(=O)=O)cc2)CC1
12	2	0	8.5	13	-20	1	-10	18	CCOC(=O)C1=C(C)Nc2ccccc2N=C1NC(=O)Cc1ccc(Br)cc1
4	0	-10	-1.0	0	14	6	-5	-2	Cc1ccc(OCC(=O)Nc2ccc(S(=O)(=O)N3CCOCC3)cc2)c(C)c1
